High-throughput results from PubChem BioAssay.
EBNA-1 inhibitor: blocks EBNA-1 binding to DNA. EBNA-1 DNA binding, fluorescence polarization. inhibition, % at 14.8 µM. actives 0.34% (n = 300,000); in the data active means inhibition above about 28%
HCV core dimer: HCV core protein dimerization inhibition. inhibition, % at 5 µM. AID 1899. actives 0.33% (n = 300,000). TR-FRET GST/Flag-core106 dimerization, 1536-well;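 active means inhibition above the mean of all tested compounds plus 3 SD, set per screening campaign, cut at about 45% in these data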
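Test system: GST/Flag-tagged HCV core106 proteins; Medium: KF-containing HEPES buffer, pH 7.45, DTT, CHAPS, BSA; Times: compound-protein-antibody incubation 4 h at 22.5 °C; Detection: TR-FRET 671 and 617 nm emission; Benchmarks: wells lacking GST-core106 and wells with excess unlabelled core106.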
ZTA DNA inh: counter-screen for EBNA-1 inhibitors: inhibitors of Epstein-Barr virus ZTA; ZTA-DNA binding, fluorescence polarization; inhibition, % at 11 µM; actives 0.15% (n = 320,000); in the data active means inhibition above about 33%
Target sequence (P03206 whole entry, looked up): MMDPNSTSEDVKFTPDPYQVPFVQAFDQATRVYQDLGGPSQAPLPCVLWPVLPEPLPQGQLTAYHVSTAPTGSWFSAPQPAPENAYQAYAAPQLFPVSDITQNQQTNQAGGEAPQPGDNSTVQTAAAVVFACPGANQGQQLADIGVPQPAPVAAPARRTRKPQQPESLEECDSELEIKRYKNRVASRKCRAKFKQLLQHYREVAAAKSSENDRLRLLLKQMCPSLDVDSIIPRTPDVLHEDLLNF
CTSL1 counter: counter-screen for PFM18AAP inhibitors: inhibitors of F. hepatica cathepsin L1; recombinant F. hepatica cathepsin L1, Z-Leu-Arg-MCA fluorescence; inhibition, % at 5.96 µM; actives 0.49% (n = 300,000); AID 1906;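 active means inhibition above the mean of all tested compounds plus 3 SD, set per screening campaign, cut at about 17% in these data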;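 further: 0% = plate median of test compound wells and 100% = 1 µM Z-Phe-Ala-diazomethylketone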
PP1 inh: counter-screen for PP5 inhibitors: inhibitors of human PP1-alpha; P62136; purified PP1alpha, OMFP fluorescence; inhibition, % at 6.7 µM; actives 0.9% (n = 320,000);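 active means inhibition above the mean inhibition of all tested compounds plus 3 SD, computed separately for each screening campaign, cut at about 15% in these data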
Target sequence (P62136 whole entry, looked up): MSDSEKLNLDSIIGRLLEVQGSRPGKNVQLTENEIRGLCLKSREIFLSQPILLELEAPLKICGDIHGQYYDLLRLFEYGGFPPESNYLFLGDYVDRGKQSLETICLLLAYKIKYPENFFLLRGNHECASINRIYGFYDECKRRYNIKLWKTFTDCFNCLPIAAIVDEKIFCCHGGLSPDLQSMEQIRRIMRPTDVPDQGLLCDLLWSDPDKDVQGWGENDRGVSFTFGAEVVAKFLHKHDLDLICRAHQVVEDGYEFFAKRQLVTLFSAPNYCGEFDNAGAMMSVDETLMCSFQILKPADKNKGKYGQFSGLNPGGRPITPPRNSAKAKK
JMJD2C inh: human JMJD2C demethylase inhibition | GST-JMJD2C(1-420) H3K9me3 demethylation, DELFIA europium | actives 0.069% (n = 330,000) | AID 2099 | inhibition, % at 2.35 µM | Q9H3R0;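 active means more than half of a compound's replicate wells show inhibition beyond 50%, single wells judged on their own value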;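 further: signal counts dimethyl H3K9 product captured on neutravidin plate; 0% = median of DMSO wells and 100% = 0.3 times that DMSO median; strong numbers were not always called active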
TPT1 inh: inhibitors of Candida albicans tRNA 2'-phosphotransferase TPT1 | recombinant caTPT1, FP RNA substrate dephosphorylation | inhibition, % at 5 µM | actives 0.81% (n = 300,000);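 active means inhibition above the mean of all tested compounds plus 3 SD, set per screening campaign, cut at about 24% in these data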;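 further: plate controls were DMSO alone for no effect and ferristatin control at 100 nM for full effect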
PP5 primary: PP5 (human) phosphatase inhibition. inhibition, % at 6.7 µM. AID 1987. purified PP5c, OMFP substrate fluorescence. P53041. actives 0.18% (n = 320,000);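 active means inhibition above the campaign's mean inhibition across all tested compounds plus 3 SD, cut at about 9.5% in these data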;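 further: 0% = DMSO only and 100% = 100 µM cantharidin control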
Target sequence (P53041 whole entry, looked up): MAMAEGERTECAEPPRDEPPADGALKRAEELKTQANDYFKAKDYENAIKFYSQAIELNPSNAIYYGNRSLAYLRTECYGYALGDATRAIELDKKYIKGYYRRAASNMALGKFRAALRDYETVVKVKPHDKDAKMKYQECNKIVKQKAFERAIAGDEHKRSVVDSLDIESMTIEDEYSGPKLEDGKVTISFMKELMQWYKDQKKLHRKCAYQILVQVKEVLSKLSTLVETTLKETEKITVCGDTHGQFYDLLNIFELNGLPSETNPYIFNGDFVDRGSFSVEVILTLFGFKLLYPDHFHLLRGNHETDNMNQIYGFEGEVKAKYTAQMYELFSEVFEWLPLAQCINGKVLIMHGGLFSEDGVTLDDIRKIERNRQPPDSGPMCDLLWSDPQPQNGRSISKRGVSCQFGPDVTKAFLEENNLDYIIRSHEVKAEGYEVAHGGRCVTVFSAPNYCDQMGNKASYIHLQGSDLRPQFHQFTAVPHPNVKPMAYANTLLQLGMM
CR mimetic SO: yeast age-related superoxide inhibition as caloric restriction mimetic; S. cerevisiae aged cells, superoxide DHE fluorescence; stronger effect = lower value; superoxide response (% of plate mean), % at 10 µM; actives 0.18% (n = 330,000); AID 2690;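 active means superoxide response under a set limit, about three screen SD below normal, cut at about 65% in these data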;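 further: yeast aged for seven days with compound at 30 °C before DHE staining; 100% = average MFI of all compound-treated wells on the plate with controls excluded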
Numbers without * were called inactive; / = no result given; & = joins results of further samples.

#	smiles	EBNA-1 inhibitor	HCV core dimer	ZTA DNA inh	CTSL1 counter	PP1 inh
1	CC(=O)c1ccc(NC(=O)COc2ccc3c(c2)OCO3)cc1	6	2	1	-3	5
2	CC1CC(NC(=O)CC#N)CC(C)(C)C1 (centres undefined)	1	-1	0	0	-2
3	Cc1cc(C)c(C2=CC(=O)C[C@H](c3ccc4c(c3)OCO4)C2)c(C)c1	/	/	4	/	1
4	CCCc1cc(=O)oc2cc(C)cc(OC(=O)c3ccco3)c12	0	3	5	-1	6
5	COc1ccc(Cl)cc1NC(=O)CSc1nc(N2CCCCC2)nc(N2CCCCC2)n1	6	2	4	-2	0
6	Cc1ccc(CNC(=O)C2CCC(=O)N2Cc2ccc(F)cc2)cc1 (centres undefined)	-7	10	0	-4	-3
7	Cc1ccc(-n2nc3ccc(NC(=O)C(C)C)cc3n2)cc1	6	1	14	-1	0
8	CC(=O)c1cc2c(cc1NC(=O)c1ccc(C)cc1)OCCO2	5	12	25	7	0
9	CCC(C)(C)NC(=O)C(c1ccncc1)N(C(=O)Cn1nnc2ccccc21)c1cc2c(cc1C(C)=O)OCO2 (centres undefined)	-3	-1	-16	3	-4
10	Cc1ccc(C)c(N2C(=O)c3cc(N4CCOCC4)c([N+](=O)[O-])cc3C2=O)c1	-6	-2	-17	-1	-1
11	Cc1c(NS(=O)(=O)c2ccc(C(=O)NCc3ccccc3)cc2)c(=O)n(-c2ccccc2)n1C	9	-2	-13	-2	1
12	CCCOc1ccc(C(=O)Nc2ccccc2[N+](=O)[O-])cc1	-1	2	-1	2	2

#	JMJD2C inh	TPT1 inh	PP5 primary	CR mimetic SO
1	-8	-6	0.9	96
2	10	2	1.0	99
3	3	/	1.0	105
4	-1	3	2.2	113
5	8&0	-2	3.5	102
6	14	1	-0.8	101
7	25	-3	1.8	98
8	-2	3	0.1	92
9	3	-3	0.9	95
10	8	-1	1.3	98
11	-4	-2	-0.3	98
12	1	-2	0.6	93

Other results:
#	smiles	EBNA-1 inhibitor	HCV core dimer	ZTA DNA inh	CTSL1 counter	PP1 inh
13	CC(C)(C)OC(=O)NC1CONC1=O (centres undefined)	3	10	-2	-2	2
14	COc1cc([N+](=O)[O-])ccc1NC(=O)Nc1ccc2c(c1)OCCO2	-2	2	4	0	-1
15	OCC1(Cc2ccccc2C(F)(F)F)CCN(Cc2ccccc2)CC1	-12	-1	-15	12	4
16	CC(C)(C)Nc1nc(Cl)nc(Nc2ccccc2)n1	0	6	-15	3	-2
17	COc1cccc(CN(C)C(=O)CSCC(=O)Nc2cccc(C)c2)c1OC	/	/	5	/	-2
18	COC(=O)Cn1c(CN(C)Cc2ccccc2)nc2c1c(=O)n(C)c(=O)n2C	-10	-7	0	0	0
19	CC(C)=NOc1nc(NC(=O)NS(=O)(=O)c2ccccc2Cl)nc(N(C)C)n1	5	2	1	-2	-4
20	NC(=O)CSc1ncnc2c1oc1ccccc12	0	-4	6	0	2
21	CCc1ccccc1NC(=O)CC(O)(C(=O)OC)C(F)(F)F (centres undefined)	7	8	2	6	-4
22	CCOC(=O)N1CCN(c2ccc(S(=O)(=O)N3CCOCC3)cc2[N+](=O)[O-])CC1	5	-2	-5	0	-5
23	O=C(O)C1CCCCC1C(=O)NCCc1ccc(F)cc1 (centres undefined)	-16	-3	-1	-4	-5
24	CN1CCN(S(=O)(=O)c2cccc(C(=O)N3CCc4ccccc43)c2)CC1	1	-4	2	2	-1

#	JMJD2C inh	TPT1 inh	PP5 primary	CR mimetic SO
13	-3	-3	2.8	87
14	7	-1	2.2	106
15	1	0	-0.9	81
16	0	0	4.0	101
17	-3	/	-2.8	117
18	-6	0	2.0	100
19	-22	-2	-1.9	90
20	0	1	1.2	95
21	-3	-4	-0.6	106
22	0	-2	-1.3	108
23	-6	2	-3.8	105
24	-16	-2	-2.0	93

Additional compounds
#	smiles	EBNA-1 inhibitor	HCV core dimer	ZTA DNA inh	CTSL1 counter	PP1 inh
25	O=c1oc2ccccc2c(NC2CCCCC2)c1NS(=O)(=O)c1ccc(F)cc1	2	-6	2	0	3
26	COc1cc(-c2nnn(CC(=O)N3CCOCC3)n2)cc(OC)c1OC	11	-4	-5	30*	3
27	Cc1ccc(C(=O)NCCCNc2ccccc2[N+](=O)[O-])cc1	0	-4	-2	4	1
28	CCOc1ccc(N(C(C)C(=O)N/N=C(\C)C(C)(C)C)S(C)(=O)=O)cc1 (centres undefined)	-5	-6	-19	1	0
29	C#CCn1cnc2c(cnn2-c2ccc(C)c(C)c2)c1=O	-10	0	-13	-1	-1
30	Cc1cc(C)n(-c2ccc(C(=O)NCc3ccc4c(c3)OCO4)cc2)n1	-12	2	12	3	-1
31	COc1ccccc1NC(=O)CSC(N)=O	-8	-1	-5	4	-3
32	C/C(=N\NC(=O)c1nn(C)cc1Br)c1ccc(NC(=O)c2ccncc2)cc1	-20	-4	-5	-1	-4
33	CS(=O)(=O)Nc1cc2c3c(c1)CCC(=O)N3CCC2	-15	-5	-15	-6	-6
34	COc1ccc(/C=C/C(=O)Oc2cc(O)cc(O)c2)cc1	0	1	4	-4	0
35	CCN1CCN(C(=O)c2cc(-c3ccco3)nc3ccccc23)CC1	/	/	-14	/	-2
36	COc1cccc(NC(=O)CN(C)C(C)C(=O)Nc2ccc(C(C)=O)cc2)c1 (centres undefined)	-2	-2	3	1	-1

#	JMJD2C inh	TPT1 inh	PP5 primary	CR mimetic SO
25	14	-1	4.6	111
26	2	-6	1.9	85
27	-26	-1	3.3	108
28	7	-1	1.2	93
29	-4	1	-0.2	113
30	0	3	-0.3	100
31	1	3	2.0	90
32	-1	0	1.6	100
33	-4	1	0.2	97
34	-16	0	1.7	100
35	10	/	2.5	71
36	-2	0	-3.9	99

An excerpt from above, reduced to JMJD2C inh and EBNA-1 inhibitor.
| item | molecule | JMJD2C inh | EBNA-1 inhibitor |
| --- | --- | --- | --- |
| 5 | COc1ccc(Cl)cc1NC(=O)CSc1nc(N2CCCCC2)nc(N2CCCCC2)n1 | 8&0 | 6 |
| 6 | Cc1ccc(CNC(=O)C2CCC(=O)N2Cc2ccc(F)cc2)cc1 (centres undefined) | 14 | -7 |
| 7 | Cc1ccc(-n2nc3ccc(NC(=O)C(C)C)cc3n2)cc1 | 25 | 6 |
| 8 | CC(=O)c1cc2c(cc1NC(=O)c1ccc(C)cc1)OCCO2 | -2 | 5 |
| 9 | CCC(C)(C)NC(=O)C(c1ccncc1)N(C(=O)Cn1nnc2ccccc21)c1cc2c(cc1C(C)=O)OCO2 (centres undefined) | 3 | -3 |
| 10 | Cc1ccc(C)c(N2C(=O)c3cc(N4CCOCC4)c([N+](=O)[O-])cc3C2=O)c1 | 8 | -6 |
| 11 | Cc1c(NS(=O)(=O)c2ccc(C(=O)NCc3ccccc3)cc2)c(=O)n(-c2ccccc2)n1C | -4 | 9 |

Next part
#	smiles	EBNA-1 inhibitor	HCV core dimer	ZTA DNA inh	CTSL1 counter	PP1 inh
37	CCOC(=O)c1nn(-c2ccccc2)c2nnc(Cc3ccc(C)cc3)c(=O)n12	6	6	17	7	-2
38	CCO[C@@H]1OC(C(=O)O)=C[C@H](c2ccc3c(c2)OCO3)[C@H]1CCCO	-5	-3	-9	-5	2
39	O=C(Nc1ccc(N2CCOCC2)cc1N1CCOCC1)c1ncoc1-c1cccc(F)c1	0	5	-4	1	0
40	Cn1cc(P(=S)(N2CCOCC2)N2CCOCC2)cc1P(=S)(N1CCOCC1)N1CCOCC1	0	-4	-3	0	-2
41	N#CC1=C(SCC(N)=O)NC(=O)CC1c1ccccc1Cl (centres undefined)	2	-4	-10	-1	-2
42	O=C(Nc1cccc(C(F)(F)F)c1)/C(=C/c1ccco1)NC(=O)c1cccs1	16	21	4	0	1
43	Cc1ccc(C)c(N2CCN(S(=O)(=O)c3cc4c(cc3Cl)NC(=O)CO4)CC2)c1	5	7	12	1	-1
44	Cc1c(NC2=NC3(CCCCC3)Cc3ccccc32)c(=O)n(-c2ccccc2)n1C	-17	-1	-2	-2	1
45	CC[C@@H](C)[C@@H](C(=O)N1CCN(C(=O)OC(C)(C)C)CC1)n1cc(CCCCNC(=O)OC(C)(C)C)nn1	8	7	17	3	0
46	O=C(CSC1=Nc2ccccc2C2CC=NN12)Nc1ccc(F)cc1Cl (centres undefined)	3	1	-6	4	0
47	CCc1cc(=O)oc2cc(OC(C)C(=O)O)c(Cl)cc12 (centres undefined)	0	0	12	1	2
48	O=C(Cc1ccc(Cl)cc1)NC1CCS(=O)(=O)C1 (centres undefined)	0	6	-7	-3	2

#	JMJD2C inh	TPT1 inh	PP5 primary	CR mimetic SO
37	-7	-2	-0.8	107
38	0	-1	3.5	104
39	10	-4	-0.8	115
40	20	-7	0.4	105
41	-1	-5	-1.9	97
42	-5	15	3.2	95
43	26	1	2.2	118
44	-14	4	5.5	103
45	7	-3	-0.5	100
46	/	1	-2.2	101
47	-1	0	0.8	98
48	8	1	2.2	106

Continuation.
#	smiles	EBNA-1 inhibitor	HCV core dimer	ZTA DNA inh	CTSL1 counter	PP1 inh
49	CC(C)(C)c1cnnn1-c1ccc(/C=N/Nc2ccc([N+](=O)[O-])cc2)cc1	-5	15	-10	2	1
50	CCOC(=O)/C=C1\CC(=O)Nc2nonc2N1	3	-1	0	-3	-2
51	COC(=O)CN1C(=O)C(O)(CC(=O)c2cccc(Br)c2)c2ccccc21 (centres undefined)	6	5	-5	-1	0
52	NC(=O)CSc1nc2scc(-c3ccc(Cl)cc3)c2c(=O)n1Cc1ccccc1	0	9	-17	-8	-3
53	Cc1ccc(CCC(=O)Nc2ccc(C)c(C)c2)o1	-22	3	-7	-3	-4
54	C=CCSc1n[nH]c(=O)n1-c1cccc(C(F)(F)F)c1	-4	-2	-29	-1	-1
55	CC(C)(C)c1ccc(C(=O)N/C(=C\c2ccco2)C(=O)Nc2ccccc2C(=O)O)cc1	6	-3	0	8	4
56	CCCN(CC(=O)Nc1ccccc1OC)C(=O)Cc1ccc2c(c1)CCC2	/	/	6	/	-3
57	CCOc1ccc2oc(C(=O)NCC3CCCO3)c(C)c2c1 (centres undefined)	11	6	-2	2	2
58	Cc1ccc(S(=O)(=O)N(C)C)cc1NC(=O)COC(=O)/C=C/c1ccc2ccccc2n1	-8	4	7	1	0
59	CC(C)=CCCC(C)CN(C)CCc1ccccn1 (centres undefined)	0	-5	-9	3	-4
60	O=c1c(Cc2ccccc2)c(O)nc2n1CCS2	2	-1	-5	5	5

#	JMJD2C inh	TPT1 inh	PP5 primary	CR mimetic SO
49	-15	26*	6.5	107
50	5	-1	-0.7	93
51	3	-4	0.7	99
52	-10	0	-0.2	88
53	-8	-3	0.6	108
54	10	2	1.0	93
55	5	9	1.5	78
56	0	/	3.6	87
57	0	-1	-0.5	104
58	-2	0	1.8	143
59	2	1	0.2	111
60	-1	-5	-0.9	116

3 of the compounds above, with one line to a screen.
56. CCCN(CC(=O)Nc1ccccc1OC)C(=O)Cc1ccc2c(c1)CCC2
57. CCOc1ccc2oc(C(=O)NCC3CCCO3)c(C)c2c1 (centres undefined)
58. Cc1ccc(S(=O)(=O)N(C)C)cc1NC(=O)COC(=O)/C=C/c1ccc2ccccc2n1

Compound | 56 | 57 | 58
EBNA-1 inhibitor | / | 11 | -8
HCV core dimer | / | 6 | 4
ZTA DNA inh | 6 | -2 | 7
CTSL1 counter | / | 2 | 1
PP1 inh | -3 | 2 | 0
JMJD2C inh | 0 | 0 | -2
TPT1 inh | / | -1 | 0
PP5 primary | 3.6 | -0.5 | 1.8
CR mimetic SO | 87 | 104 | 143
